# FBW7 act: activators of human E3 ligase FBW7; 650,000 tested, 0.13% active; AID 1259310; Q969H0; AlphaScreen FBW7–phospho-cyclin E peptide binding, activator screen; normalized activity (activation), % at 26.1 µM; in the data active = normalized activity above about 1.9%;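 also: purified mutant Fbw7 with reduced substrate affinity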
# TEAD-YAP inh: TEAD-YAP interaction inhibition; AID 1259422; HEK-TIYL cells, TEAD-Gal4/YAP UAS-luciferase luminescence; 640,000 tested, 1.4% active; inhibition, % at 9.12 µM; in the data active = inhibition above about 32%;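 also: 0% = median of test compound wells and 100% = reference inhibitor wells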
# GPR151 activ: human GPR151 activation; Q8TDV0; PathHunter beta-arrestin GPR151 cells, luminescence; activation, % at 11.2 µM; 650,000 tested, 1% active; AID 1508602; in the data active = activation above about 4.9%;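 also: 0% = median of compound wells and 100% = cells with positive control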
# Target sequence (Q8TDV0 whole entry, looked up): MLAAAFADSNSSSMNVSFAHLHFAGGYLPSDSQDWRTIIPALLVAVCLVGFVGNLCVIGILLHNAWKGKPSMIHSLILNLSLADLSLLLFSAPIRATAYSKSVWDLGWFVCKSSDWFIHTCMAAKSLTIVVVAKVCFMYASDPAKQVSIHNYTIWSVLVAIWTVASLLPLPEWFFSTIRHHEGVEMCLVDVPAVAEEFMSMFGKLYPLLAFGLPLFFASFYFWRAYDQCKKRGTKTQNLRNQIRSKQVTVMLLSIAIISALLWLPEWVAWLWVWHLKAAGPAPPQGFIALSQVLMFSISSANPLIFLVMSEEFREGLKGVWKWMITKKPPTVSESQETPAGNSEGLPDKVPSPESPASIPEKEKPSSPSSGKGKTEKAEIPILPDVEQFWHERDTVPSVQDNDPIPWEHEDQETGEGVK
# MITF primary: blocks human microphthalmia-associated transcription factor; 650,000 tested, 0.91% active; inhibition, % at 2.6 µM; AID 1259374; AlphaScreen MITF homodimerization, bead proximity signal; O75030; in the data active = inhibition above about 50%;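 also: 0% = vehicle wells with protein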
# Target sequence (O75030 whole entry, looked up): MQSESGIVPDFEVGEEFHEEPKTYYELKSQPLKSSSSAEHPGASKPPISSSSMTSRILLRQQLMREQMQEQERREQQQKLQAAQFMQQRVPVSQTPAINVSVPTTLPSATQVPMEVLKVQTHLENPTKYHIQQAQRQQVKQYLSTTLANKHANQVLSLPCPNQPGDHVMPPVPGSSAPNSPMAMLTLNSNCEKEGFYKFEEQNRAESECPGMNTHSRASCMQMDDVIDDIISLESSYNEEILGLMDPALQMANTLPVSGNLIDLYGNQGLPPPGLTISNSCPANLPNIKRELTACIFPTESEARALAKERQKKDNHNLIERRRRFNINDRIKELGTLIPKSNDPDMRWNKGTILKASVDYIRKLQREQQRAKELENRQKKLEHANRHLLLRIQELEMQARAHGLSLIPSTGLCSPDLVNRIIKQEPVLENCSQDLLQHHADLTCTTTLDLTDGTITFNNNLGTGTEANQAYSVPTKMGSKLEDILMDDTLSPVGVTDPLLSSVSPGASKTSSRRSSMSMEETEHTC
# Starred values were filed as active, the others as inactive.
# Start of the listing, in advance, two compounds:
SMILES,FBW7 act,TEAD-YAP inh,GPR151 activ,MITF primary
Cc1ccc(C2C=C(c3cccs3)Nc3nnnn32)cc1 (centres undefined),-0.1,-43,0.5,-1
COc1ccc(N2CCN(C3CCCN(C4CCSCC4)C3)CC2)cc1 (centres undefined),0.0,-10,0.4,3

# The whole of this part, previewed entries included:
SMILES,FBW7 act,TEAD-YAP inh,GPR151 activ,MITF primary
Cc1ccc(C2C=C(c3cccs3)Nc3nnnn32)cc1 (centres undefined),-0.1,-43,0.5,-1
COc1ccc(N2CCN(C3CCCN(C4CCSCC4)C3)CC2)cc1 (centres undefined),0.0,-10,0.4,3
FC(F)(F)c1cccc(CNc2ccnc(NCCN3CCOCC3)n2)c1,0.0,24,1.9,6
CCOc1ccccc1CN1CCN(Cc2cnn(C)c2)CC1CCO (centres undefined),-0.1,1,0.2,-9
C=CCNC(=O)c1c(NC(=O)c2ccccc2Cl)sc2c1CCCC2,0.2,11,-0.4,-3
CCN1CCN(C(=S)Nc2cccc(C(F)(F)F)c2)CC1,0.0,8,-1.3,17
Cc1ccccc1-c1nsc(SCC(=O)NC2CCCCC2)n1,0.0,-1,-0.2,9
CCCCOc1ccccc1NC(=O)C=C(C)C,0.5,5,-1.3,-25
O=C(O)c1cccc(NC(=O)c2ccc(Br)s2)c1,-0.1,-53,-6.4,13
Cc1ccccc1Nc1nnc(SC(C)C(=O)N2CCC(C)CC2)s1 (centres undefined),0.1,10,-1.3,27
O=C(NC1CC1)c1ccc(Nc2cccnc2)s1,-0.1,-2,-0.8,-7
COc1cc([N+](=O)[O-])cc2cc(C(=O)N3CCN(c4cc(C)ccc4C)CC3)c(=O)oc12,-0.1,-4,-0.4,-9
CNC(=O)c1c(N)sc2c1CCCCC2,0.2,6,0.0,16
O=C(CSc1nc2ccccc2[nH]1)N1CCOCC1,0.0,-55,-0.2,-2
O=C1Cc2cc(S(=O)(=O)Nc3ccc(Oc4ccccc4)cc3)cc3c2N1CCC3,0.7,3,-1.9,-2
Cc1ccccc1-n1nc2c(c1NC(=O)C1CCCCC1)CS(=O)(=O)C2,0.2,-8,-0.1,6
O=C(CN(c1cccc(Br)c1)S(=O)(=O)c1ccccc1)N1CCCC1,0.1,7,-0.4,2
COc1cccc(CNS(=O)(=O)c2c(C)[nH]c(=O)[nH]c2=O)c1,0.3,-6,-0.3,10
Cc1cc2cc(CNC(=O)c3ccco3)ccc2[nH]1,-0.1,-27,-0.6,2
O=C1CCCN1CNc1ccc([N+](=O)[O-])cc1,-0.2,-2,-0.1,19
Cc1no[n+]([O-])c1COc1ccccc1/C=N/n1nnnc1N,-0.1,30,1.5,10
CCOc1ccc(Br)cc1C(=O)N/N=C/c1cccc([N+](=O)[O-])c1,-0.1,4,0.2,3
Cc1ccc(O)c(/C=N\NC(=O)c2cnccn2)c1,-0.6,-34,-0.7,33
O=C(Nc1cccc(C(=O)O)c1)/C(=C\c1ccccc1)NC(=O)c1ccco1,1.0,1,-2.6,8
CCN1CCN(C2=NC(=O)/C(=C/c3ccc(N(C)C)cc3)S2)CC1,-0.1,-13,2.4,-6
C=CCNC(=O)c1ccccc1NS(=O)(=O)c1c(C)cc(C)cc1C,-0.2,-9,-1.0,-6
Cc1ccc(NC(=O)CSc2nn3c(SCC(=O)Nc4ccc(C)cc4)nnc3s2)cc1,0.0,10,0.8,11
O=C(CCC(=O)c1ccc[nH]1)c1ccc(Cl)cc1,-0.2,-52,-1.3,-5
COc1ccc(NC(=O)c2c(NCc3ccc(C)o3)sc3c2CCC(C)C3)cc1 (centres undefined),0.4,-2,0.6,6
O=C(c1cccnc1)N1CC(c2nc(C3CC3)no2)C1,0.0,6,2.2,-6
CN(C)c1ccc2c(c1)OC(N)=C(C#N)C2c1ccc(F)c(Br)c1 (centres undefined),-0.1,1,1.4,-20
CCOc1ccc(NS(=O)(=O)c2cc(C(=O)O)c(Cl)cc2Cl)cc1,0.1,4,-0.6,7
Cc1c(C(=O)NC(=S)Nc2ccc(N3CCCCC3)cc2)oc2ccccc12,0.1,9,-0.2,-5
CN(C)c1ccc(NC(=O)c2ccc3c4c(cccc24)CC3)cc1,0.0,2,-1.1,34
COc1ccccc1-n1c(SCC(=O)N2CCCC(C)C2)nnc1-c1ccccn1 (centres undefined),0.1,8,1.1,6
CCOc1ccc(NC(=O)c2ccncc2)c([N+](=O)[O-])c1,0.1,1,2.2,11
Fc1ccc(Nc2nc(N3CCOCC3)c3[nH]cnc3n2)cc1,-0.2,-15,0.9,4
COC(=O)/C(C#N)=C/c1c(Oc2cc(C)cc(C)c2)nc2c(C)cccn2c1=O,-0.1,-3,-0.6,3
Clc1ccc(/C=C/C2=Nc3cccc4cccc(c34)N2)cc1,0.1,-6,0.1,12
COc1ccc(-c2cc(C(F)(F)F)n3nc(C(=O)N4CCC(C)CC4)cc3n2)cc1OC,-0.1,-15,2.3,-6
CC1CCN(c2ccc(C(F)(F)F)cc2N)CC1,-0.1,3,0.8,1
O=C(N/N=C/c1ccc(F)cc1)c1cccs1,0.1,-58,-3.9,12
Cc1cc2nc(Cc3ccccc3C(F)(F)F)c(=O)n(C)c2cc1C,0.8,-3,-0.9,17
COC(=O)c1c(OC(C)C)cc(=O)n2c1CCN(Cc1ccccn1)CC2,0.6,13,1.8,16
COc1ccccc1Nc1nc(NCc2ccccc2)c2ccccc2n1,-0.1,13,-0.1,-12
c1ccc(Cn2nnnc2C(c2ccc3ncccc3c2)N2CCOCC2)cc1 (centres undefined),-0.1,-8,1.1,-13
CCC(C)NC(=O)CN(CCc1ccccc1)S(=O)(=O)c1ccc(Br)cc1 (centres undefined),0.5,0,0.9,7
CC1=NN(C(=O)c2cccc([N+](=O)[O-])c2)C(C)(O)C1 (centres undefined),-0.3,-5,0.2,3
CC(=O)Nc1ccc(NC(=O)C(C)N(c2ccc(Cl)cc2)S(C)(=O)=O)cc1 (centres undefined),0.2,-14,1.4,2
c1ccc(Nc2cc(Nc3ccncc3)ncn2)cc1,0.2,-1,0.6,19
COc1c(S(=O)(=O)N2CCCCCC2)ccc(Cl)c1Cl,-0.1,-15,-0.7,-9
CCOc1ccc2nc(SCC(=O)N3CCN(c4nc5ccccc5s4)CC3)sc2c1,-0.1,-7,3.6,-6
O=C(/C=C/c1ccccc1Cl)OCc1nnc(-c2ccccc2)o1,-0.2,-2,-1.1,-9
CCOc1ccccc1NC(=O)c1ccc(F)c(S(=O)(=O)N2CCN(c3ccccn3)CC2)c1,-0.2,10,6.0*,4
CCOc1ccc(S(=O)(=O)N2CCc3ccccc32)c2ccccc12,-0.1,8,1.2,4
CC(C)(C)c1ccc(OCC(=O)Nc2ccc(O)cc2C(=O)O)cc1,0.1,10,-0.6,13
CSCCOC(=O)c1[nH]c2c(c1C)C(=O)CC(c1cccs1)C2 (centres undefined),0.0,45*,0.1,-3
COc1cc(/C=C2/C(=N)N3N=C(C(F)(F)F)SC3=NC2=O)ccc1OC(=O)c1cccs1,-0.1,10,-0.5,0
CCOc1cc(C=O)c(Cl)c(Br)c1O,0.8,8,0.8,-4
COc1ccc(Nc2nc(N3CCOCC3)c3cnn(C)c3n2)cc1,-0.2,-13,0.0,-2

# Reformatted with two lines to a compound: part of the list above.
# Value order: FBW7 act	TEAD-YAP inh	GPR151 activ	MITF primary
Cc1ccc(C2C=C(c3cccs3)Nc3nnnn32)cc1 (centres undefined)
  -0.1	-43	0.5	-1
COc1ccc(N2CCN(C3CCCN(C4CCSCC4)C3)CC2)cc1 (centres undefined)
  0.0	-10	0.4	3
FC(F)(F)c1cccc(CNc2ccnc(NCCN3CCOCC3)n2)c1
  0.0	24	1.9	6
CCOc1ccccc1CN1CCN(Cc2cnn(C)c2)CC1CCO (centres undefined)
  -0.1	1	0.2	-9
C=CCNC(=O)c1c(NC(=O)c2ccccc2Cl)sc2c1CCCC2
  0.2	11	-0.4	-3
CCN1CCN(C(=S)Nc2cccc(C(F)(F)F)c2)CC1
  0.0	8	-1.3	17
Cc1ccccc1-c1nsc(SCC(=O)NC2CCCCC2)n1
  0.0	-1	-0.2	9
CCCCOc1ccccc1NC(=O)C=C(C)C
  0.5	5	-1.3	-25
O=C(O)c1cccc(NC(=O)c2ccc(Br)s2)c1
  -0.1	-53	-6.4	13
Cc1ccccc1Nc1nnc(SC(C)C(=O)N2CCC(C)CC2)s1 (centres undefined)
  0.1	10	-1.3	27
O=C(NC1CC1)c1ccc(Nc2cccnc2)s1
  -0.1	-2	-0.8	-7
COc1cc([N+](=O)[O-])cc2cc(C(=O)N3CCN(c4cc(C)ccc4C)CC3)c(=O)oc12
  -0.1	-4	-0.4	-9
CNC(=O)c1c(N)sc2c1CCCCC2
  0.2	6	0.0	16
O=C(CSc1nc2ccccc2[nH]1)N1CCOCC1
  0.0	-55	-0.2	-2
O=C1Cc2cc(S(=O)(=O)Nc3ccc(Oc4ccccc4)cc3)cc3c2N1CCC3
  0.7	3	-1.9	-2
Cc1ccccc1-n1nc2c(c1NC(=O)C1CCCCC1)CS(=O)(=O)C2
  0.2	-8	-0.1	6
O=C(CN(c1cccc(Br)c1)S(=O)(=O)c1ccccc1)N1CCCC1
  0.1	7	-0.4	2
COc1cccc(CNS(=O)(=O)c2c(C)[nH]c(=O)[nH]c2=O)c1
  0.3	-6	-0.3	10

# Next section.
SMILES,FBW7 act,TEAD-YAP inh,GPR151 activ,MITF primary
NC(=O)c1ccc(F)cc1Nc1ccnc(Nc2ccc(N3CCOCC3)cc2)c1,-0.4,9,1.7,16
O=C(CCC1CCCN(Cc2cccc(O)c2)C1)NCc1ccccc1F (centres undefined),0.6,-3,0.1,2
COc1ccccc1C(=O)NCCn1cc(SCC(=O)NCc2ccc(F)cc2)c2ccccc21,-0.2,-12,2.2,-4
O=C1c2cccc(Oc3ccc(Cl)cc3)c2C(=O)N1c1ccc(Cc2ccncc2)cc1,0.0,-5,3.3,5
C=CCc1cc(OC)ccc1OCCN1CCCCC1,-0.1,-2,-0.2,33
COc1cc(-c2nnc3s/c(=C\c4cccs4)c(=O)n23)cc(OC)c1OC,0.0,-1,-1.4,22
CCCCCCOc1ccc(OC(=O)c2cccc(C(=O)OC)n2)cc1,0.3,-5,0.2,14
Cc1ccc(CN2CCOc3ccc(CN4CCC(O)CC4)cc3C2)o1,0.0,-4,-1.5,-5
O=C(C1CCC1)N1CCOc2ccc(CN3CCN(c4ccccn4)CC3)cc2C1,-0.1,3,-1.5,-4
C/C(=N\Nc1ccccn1)c1ccc(OCCOc2ccc([N+](=O)[O-])cc2)cc1,-1.1,-34,-0.7,28
CC(=O)N1CCN(Cc2ccc3c(c2)CN(C(=O)C2(C)CCCCC2)CCO3)CC1,-0.1,3,-0.9,-1
COc1cc(C(=O)N2CCN(C(=O)c3ccco3)CC2)cc(OC)c1OC,-0.1,-10,-0.7,11
C/C=C/C1OC(=O)C2(CCCCC2)C(=O)C1(C)C (centres undefined),0.3,12,1.2,8
Cc1cc(Nc2cc(Cl)cc(Cl)c2)n2nc(C)nc2n1,-0.4,1,-0.5,23
COC(=O)CCCC[C@H]1SC[C@H]2NC(=O)N[C@H]21,0.3,3,-1.0,0
CC(=O)c1c(C)[nH]c(C(=O)N2CCN(C3CCCCC3)CC2)c1C,0.0,8,4.3,9
O=C(NCc1ccco1)c1ccc2c(=O)n(Cc3ccco3)c(=S)[nH]c2c1,0.0,18,0.6,8
Cc1nc(N(C)Cc2ccccc2)c2c3c(sc2n1)CCC3,-0.2,-16,-0.9,4
CC1CCCN(C(=O)COC(=O)C2=COCCO2)C1 (centres undefined),-0.1,-13,1.4,-7
C=CCNC(=O)c1cnc2scc(-c3ccc(Cl)cc3)n2c1=O,0.1,13,-0.5,1
CCN(CC)CCn1c2ccccc2n2cc(-c3ccc(Cl)cc3)nc12,4.3*,4,-0.1,-17
O=C(/C=C/c1ccc[nH]1)c1ccc(F)cc1,-0.2,-36,4.2,-16
O=C1C2CC=C(Cl)CC2C(=O)N1CCCCN1CCN(CCCCN2C(=O)C3CC=C(Cl)CC3C2=O)CC1 (centres undefined),0.0,10,-0.8,-1
C=Cc1ccc(CN2C(=O)C(C)Oc3ccc(F)cc32)cc1 (centres undefined),-0.2,-7,0.2,-5

# Single records (already shown). Order of values: FBW7 act | TEAD-YAP inh | GPR151 activ | MITF primary
# Cc1nc(N(C)Cc2ccccc2)c2c3c(sc2n1)CCC3 is entered as -0.2 | -16 | -0.9 | 4
# O=C(NCc1ccco1)c1ccc2c(=O)n(Cc3ccco3)c(=S)[nH]c2c1 is entered as 0.0 | 18 | 0.6 | 8

# Hits appear at their usual frequency; 3.5% or so of the library scored in one or more.
